# Source: PubChem
# TDP1 block – TDP1 (human) enzyme inhibition. Potency, µM (highest dose often 130 µM), without a hit: at the top dose activity change, negative = inhibition, usual class: inhibitors. AID 485290. actives 0.28% (n = 350,000). recombinant TDP1, AlphaScreen DNA substrate cleavage. Q9NUW8; active = well fitted inhibition curve with a large enough effect; note: nearly all actives have a fitted effect of over 40% in size
# Target sequence (Q9NUW8 whole entry, looked up): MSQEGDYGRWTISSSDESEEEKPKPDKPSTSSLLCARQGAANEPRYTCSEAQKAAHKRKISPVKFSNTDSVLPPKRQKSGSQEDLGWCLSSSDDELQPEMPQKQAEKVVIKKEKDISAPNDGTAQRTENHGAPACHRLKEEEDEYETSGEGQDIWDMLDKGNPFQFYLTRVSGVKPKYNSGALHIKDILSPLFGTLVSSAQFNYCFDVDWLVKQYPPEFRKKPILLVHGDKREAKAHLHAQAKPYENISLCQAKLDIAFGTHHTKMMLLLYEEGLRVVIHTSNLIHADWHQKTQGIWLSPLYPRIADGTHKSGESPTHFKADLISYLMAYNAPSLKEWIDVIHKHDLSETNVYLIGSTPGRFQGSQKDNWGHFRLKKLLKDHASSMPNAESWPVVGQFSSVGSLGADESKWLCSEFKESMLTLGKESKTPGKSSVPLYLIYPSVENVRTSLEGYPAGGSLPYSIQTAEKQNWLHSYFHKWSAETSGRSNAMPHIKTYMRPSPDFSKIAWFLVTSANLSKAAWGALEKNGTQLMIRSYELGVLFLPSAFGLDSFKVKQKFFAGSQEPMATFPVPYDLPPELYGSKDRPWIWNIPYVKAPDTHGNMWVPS
#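 Enzyme-compound mixtures sat 15 min at room temperature, followed by a 5 min reaction with 15 nM final substrate and 10 min with AlphaScreen beads. Recombinant human Tdp1 was used at 1 nM final.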
# Starred values were filed as active, the others as inactive; & = joins results of further samples; [ ] = remark or other dose. % is set by controls: 0 for no effect and ±100 for the full control effect; potency is the fitted concentration of half-maximal effect. The list is partial; rates above refer to the full screens.
Compound	TDP1 block
CCCn1c(-c2ccc(F)cc2)nc2c(NCCN3CCCCC3)nc(C)nc21	3%
Cc1ccc(N2C(=O)CC(N3CCN(C)CC3)C2=O)cc1 (centres undefined)	5%
COc1ccc(C2c3c(ncn(CCc4ccccc4)c3=N)Oc3ccc4ccccc4c32)cc1OC (centres undefined)	4%
C=C(C(C)=O)C(O)c1cccc(OC)c1 (centres undefined)	6%
C/C(=N\NC(=O)CNC(=O)C(c1ccccc1)c1ccccc1)c1ccc(C)cc1	-2%
Cc1cccc(NC(=O)C2CCCN(S(=O)(=O)c3ccc4c(c3)CCCC(=O)N4)C2)c1 (centres undefined)	-2%
COc1ccc(NC(=O)c2ccc(=O)[nH]c2)cc1S(=O)(=O)N1CCCCC1	0%
CCN(CC)CCNC(=O)c1ccc(NC(=O)c2ccc(Cl)c(S(=O)(=O)Nc3ccccc3OC)c2)cc1	8%
Cc1cc2cc(C)c3nnc(SCC(=O)N4CCc5ccccc54)n3c2cc1C	6%
Brc1c(Br)c(Br)c2[nH]cnc2c1Br	9%
C=CC(=O)N1C(=O)c2ccccc2S1(=O)=O	2%
CCCCCCn1c(COc2ccccc2F)nnc1SCC(=O)c1c(N)n(C)c(=O)n(C)c1=O	5%
C[C@@H]1C=CCC(=O)OC[C@H](C)C(=O)OC[C@H]2O[C@H]1C=C[C@@H]2O	8%[21 µM]
O=C(CSc1nc2[nH]ncc2c(=O)[nH]1)c1ccc(Cl)cc1	-6%
CO[C@H]1COC(=O)[C@H]2CCCN2C(=O)C/C=C\[C@@H](C)[C@H](OC)COC(=O)[C@@H](OCc2ccccc2)/C=C\[C@@H]1C	6%[21 µM]
COC(=O)C1=C(C)N(CCc2cc(OC)c(OC)c(OC)c2)C(=O)N[C@H]1c1cccs1	3%&0%
CCCNC(=O)OC[C@H]1O[C@H](CCO/N=C(\C)CCN2CCc3nc(-c4ccccc4)c(-c4ccccc4)cc3C2)C=C[C@@H]1Oc1ccc(OC)cc1	8%
CCOC(=O)c1sc(NC(=O)CCN2CC(C)OC(C)C2)c(C(=O)OCC)c1C (centres undefined)	-2%
C=C(C)C(=O)/C=C/CCC/C=C/C(=O)OCC	7%
COc1ccc(CNC(=O)Cn2ncn3cccc3c2=O)cc1	6%
COc1cccc(NC(=O)c2c(N3CCCC3=O)c3cc(C)ccc3n2C)c1	-3%
Cc1[nH]c2ccccc2c1C(=O)CSc1nc2ccccc2c(=O)n1-c1ccccc1F	5%
COc1cc(F)c(S(=O)(=O)N2CCN(S(=O)(=O)c3cccc(NC(C)=O)c3)CC2)c(F)c1	2%
Cc1ccccc1C(=O)NCC(=O)OC(C(=O)Nc1cc(C(F)(F)F)ccc1Cl)c1ccccc1 (centres undefined)	-3%
C/C(CCN1CCCCc2nc(C)c(C)cc21)=N\OC[C@@H](O)[C@@H]1O[C@@H]2OC(C)(C)O[C@@H]2[C@H]1O	7%[21 µM]
CCC1=C2CC[C@H]3C(=O)NC(=O)[C@H]3[C@H]2[C@@]2(Cc3ccccc3)C(=NCc3ccccc3)OC(=O)N2C1=O	2%
Cc1ccc(CN2CCc3c(OCC(=O)Nc4cc(C)ccc4C)cccc3C2=O)cc1	-2%
O=S(=O)(c1cccc(F)c1)N1CCN(S(=O)(=O)c2ccc3c(c2)OCCO3)CC1	1%
CCCn1c(-c2ccc(F)cc2)nc2c(NCC(C)(C)CN(C)C)nc(C)nc21	5%
Cc1cc(NC(=O)CN(C)S(=O)(=O)c2ccc3c(c2)CCCC(=O)N3)ccc1Br	3%
CC1CCN(c2nc3c(c(=O)n(C)c(=O)n3C)n2CCSc2nc3ccccc3o2)CC1	3%
COc1cc(NS(=O)(=O)c2cccc([N+](=O)[O-])c2)c2ncccc2c1	22%
CCCC[C@H]1CCCO[C@@](C(=O)NCc2ccc(C)o2)(C(F)(F)F)C1	5%
C/C(=C\C(=O)OCCCCCCCCC(=O)O)C[C@@H]1OCC(C[C@H]2O[C@H]2[C@@H](C)[C@H](C)O)[C@@H](O)[C@H]1O (some centres undefined)	6%
N#CN1CCC(NC(=O)c2ccc(C(F)(F)F)cc2)CC1	1%
CCCNC(=O)OC[C@H]1O[C@@H](CCO/N=C2/[C@H]3O[C@@H]3[C@@H](O)[C@H]3[C@H]2CCn2c(=O)n(-c4ccccc4)c(=O)n23)C=C[C@@H]1Oc1ccc(OC)cc1	4%[21 µM]
Cc1ccnc(NC(=O)CSc2nnc3c(n2)[nH]c2ccccc23)c1	0%
OCC1OC(c2ccccc2)C=CC1Oc1cc(Cl)cc(Cl)c1 (centres undefined)	8%[21 µM]
O=C(COc1ccc2ccccc2c1)Nc1cccc2c1C(=O)NC2=O	1%
COc1cccc(CN2C(=O)C3(SCC(=O)N3c3ccc(C(C)C)cc3)c3ccccc32)c1 (centres undefined)	8%
COC(=O)[C@@H]1CC[C@H](C)[C@@H](c2ccc(C)cc2)N1C(=O)c1ccc(/C=N\OC[C@@H](C)[C@H](OCc2ccccc2)C(C)C)cc1	8%[21 µM]
C#CCOCCOCCOCCNc1nc(N2CCN(C(=O)[C@H](CCC(=O)O)n3cc(C(N)CO)nn3)CC2)nc(N2CCN(C(=O)[C@H](CCCCN)n3cc(C(N)[C@H](C)CC)nn3)CC2)n1 (some centres undefined)	5%
COC(=O)[C@@]1(Cc2ccc(F)cc2)[C@H]2c3cc(C(=O)N(C)C)n(Cc4cc(F)c(F)c(F)c4)c3C[C@H]2CN1C(=O)c1ccccc1	9%
Cc1ccc(C(c2nnnn2C(C)(C)C)N2CCc3ccccc3C2)cc1 (centres undefined)	0%
Cc1ccnc(NC(=O)c2ccc(Cl)c(NC(=O)CCc3ccccc3)c2)c1	-5%
C1CCCC1	8%
COc1ccc(C2c3c(oc4ccccc4c3=O)C(=O)N2Cc2ccncc2)cc1 (centres undefined)	2%
CC[C@@]12C=C(/C=C/c3ccccc3)[C@](CC)(C1)[C@H](c1ccccc1)CC2=O	2%
CCOC(=O)CC(C(=O)OCC)C1CCCCC1=O (centres undefined)	4%
COc1cc(OC)cc(N(C(=O)c2snc(C(N)=O)c2N)C(C(=O)NCC2CCCO2)c2ccc(C)o2)c1 (centres undefined)	8%
O=C1CC(c2ccccc2)n2nc(NC(=O)c3cccnc3)nc2N1 (centres undefined)	6%
COc1cc(/C=C2\SC(=Nc3ccc(F)cc3)N(c3ccc(F)cc3)C2=O)ccc1OCC(=O)O	5%
C(=C\c1ccccc1)/C=N/Nc1nncc(-c2ccccc2)n1	2%
COC(=O)C1(C(C)=O)CC2=CC[C@H]3C(=O)N(c4ccccc4)C(=O)[C@H]3[C@@H]2Cc2ccccc2[C@@H]1C[N+](=O)[O-] (some centres undefined)	10%&6%
N#Cc1nc(Nc2cc(Cl)cc(Cl)c2)nc(NC2CCCC2)n1	-4%
C/C(CCC(=O)OC[C@H]1O[C@H](C#Cc2ccccc2)C=C[C@@H]1Oc1ccc(C)cc1)=N\O[C@@H](C)CN1CCCCc2nc(C)c(C)cc21	8%
C=CCOC[C@@H]1CN2[C@H](c3ccc(Br)cc3)[C@@H](C)CC[C@H]2C(=O)O1	6%
O=C(CN1C(=O)C2(SCC(=O)N2c2ccccc2)c2ccccc21)NCc1ccccc1Cl (centres undefined)	6%
COc1ccc(-c2cc(C3C4C=CCCC4(C)C(=O)N3Cc3ccccc3)ccc2F)cc1 (centres undefined)	4%
O=S1(=O)N=C(Oc2ccccc2F)c2ccccc21	3%

# Six entries out of the list, sorted by length of the SMILES, rising:
Compound	TDP1 block
CCOC(=O)CC(C(=O)OCC)C1CCCCC1=O (centres undefined)	4%
O=S1(=O)N=C(Oc2ccccc2F)c2ccccc21	3%
C(=C\c1ccccc1)/C=N/Nc1nncc(-c2ccccc2)n1	2%
O=C(CN1C(=O)C2(SCC(=O)N2c2ccccc2)c2ccccc21)NCc1ccccc1Cl (centres undefined)	6%
COc1cc(/C=C2\SC(=Nc3ccc(F)cc3)N(c3ccc(F)cc3)C2=O)ccc1OCC(=O)O	5%
C/C(CCC(=O)OC[C@H]1O[C@H](C#Cc2ccccc2)C=C[C@@H]1Oc1ccc(C)cc1)=N\O[C@@H](C)CN1CCCCc2nc(C)c(C)cc21	8%

# 4 of the compounds above, with each value named.
> COc1ccc(CNC(=O)Cn2ncn3cccc3c2=O)cc1
  TDP1 block: 6%
> COc1cccc(NC(=O)c2c(N3CCCC3=O)c3cc(C)ccc3n2C)c1
  TDP1 block: -3%
> Cc1[nH]c2ccccc2c1C(=O)CSc1nc2ccccc2c(=O)n1-c1ccccc1F
  TDP1 block: 5%
> COc1cc(F)c(S(=O)(=O)N2CCN(S(=O)(=O)c3cccc(NC(C)=O)c3)CC2)c(F)c1
  TDP1 block: 2%

# More records.
Compound	TDP1 block
COC(=O)CCC(=O)OC1(C)C(=O)C2=CN(CCCCO)C(c3ccc(OC)cc3)=CC2=C(Br)C1=O (centres undefined)	6%[21 µM]
O=C1NN(C(=O)Nc2ccc(Br)cc2)C(c2ccccc2)C1c1ccccc1 (centres undefined)	22%
CCOc1ccccc1-c1nnc2n1N=C(c1cc(OC)cc(OC)c1)CS2	8%
COc1ccc(N=c2scc(-c3ccc(S(=O)(=O)N4CCOCC4)cc3)n2CCCO)cc1	7%
Cc1ccc(NC(=O)CSc2nnc(-c3cccs3)o2)cc1S(=O)(=O)N(C)C	-1%
O=C(O)CCC/C=C\C/C=C\C=C\[C@@H](O)C/C=C\CCCCCO	5%
Nc1ccc(N=Nc2ccccc2)c(N)c1	26%
CCc1cc2c(C)cc(=O)oc2cc1Oc1ncccc1[N+](=O)[O-]	0%
COC(=O)C/C=C1\c2ccc3c(c2[C@@H](OC)[C@@H]1C)OCO3	3%
COC(=O)c1cc(OC)c(OC)cc1NC(=O)c1cccnc1	4%
CC(C)C[C@H](NC(=O)[C@H](CC(C)C)NC(=O)[C@H](Cc1ccccc1)NC(=O)[C@@H](N)CO)C(=O)N[C@@H](CCCNC(=N)N)C(=O)N[C@@H](CC(N)=O)C(=O)N1CCC[C@H]1C(=O)N[C@@H](CC(N)=O)C(=O)N[C@@H](CC(=O)O)C(=O)N[C@@H](CCCCN)C(=O)N[C@@H](Cc1ccc(O)cc1)C(=O)N[C@@H](CCC(=O)O)C(=O)N1CCC[C@H]1C(=O)N[C@@H](Cc1ccccc1)C(=O)O	6%
COCOc1ccc(OC)cc1C(=O)C1O[C@H]1c1ccc(OC)c(Br)c1 (some centres undefined)	-4%
CCCCC1=CC2=C(c3ccco3)C(=O)C(C)(OC(=O)c3ccc(OC)cc3)C(=O)C2=CN1C1CCCC1 (centres undefined)	6%[12.3 µM]
C=CCCN(Cc1ccc(OC)cc1)S(=O)(=O)c1ccccc1Br	-13%
c1ccc(-c2nc(SCc3nc4ccccc4[nH]3)c3oc4ccccc4c3n2)cc1	1%
CCCN1CCN(C(=O)c2cc3c(s2)-c2ccccc2S(=O)(=O)C3)CC1	1%
CC1C(=O)N(S(=O)(=O)c2ccc([N+](=O)[O-])cc2)[C@H]1c1ccc2ccccc2c1 (some centres undefined)	-4%
COc1ccc(NCc2cc3cc4c(cc3n(CC(=O)Nc3ccc(C)cc3)c2=O)OCO4)cc1	8%
CCC(C)n1cnc2c(c1=O)c1nc3ccccc3nc1n2Cc1ccc2c(c1)OCO2 (centres undefined)	5%
CCCn1c(C)nc2c(NCCCCN3CCCC3)nc(C)nc21	4%
CC1CCC(NC(=O)c2ccc(NC(=O)c3ccc(=O)[nH]c3)cc2)CC1 (centres undefined)	1%
O=C1OC2(c3cc(I)c(O)c(I)c3Oc3c2cc(I)c(O)c3I)c2c(Cl)c(Cl)c(Cl)c(Cl)c21	29%
O=C(c1ccc2c(c1)OCO2)N1CCC2(CC1)Oc1ccc(Cl)cc1C(=O)C21CC(c2ccc(Cl)cc2)=NO1 (centres undefined)	4%
COC(=O)[C@@H]1CC[C@H](C)[C@@H](c2ccc(C)cc2)N1C(=O)c1ccc(/C=N/O[C@@H](C)CN2CCCCc3nc(C)c(C)cc32)cc1	3%
CO[C@H]1COC(=O)C/C=C\[C@H](C)[C@@H](OC)COC(=O)[C@@H](C)COC(=O)C/C=C\[C@@H]1C	3%[21 µM]
O=C(Cc1cccc2ccccc12)N/N=C/c1ccc(Sc2cccc3cccnc23)o1	1%
C=C[C@H]1CCC=C2C(=O)CCC[C@@H]21	2%
c1nc(NCc2ccoc2)c2cc(-c3ccc4c(c3)OCO4)ccc2n1	4%
CC(C)(CCCCCCCCCCC(C)(C)CC(=O)O)CC(=O)O	17%
CC(=O)OC[C@H]1O[C@H](CCO/N=C(\C)CCN2CCCc3nc(C)c(C)cc32)C=C[C@@H]1OC(C)=O	7%
COc1ccc(-c2ccc3c(n2)sc2c(=O)[nH]c(=O)[nH]c23)cc1OC	-3%
O=C(O)CSc1nnc(-c2ccc(O)cc2)o1	5%
Cc1cccc(-c2cc(C(=O)NCCCn3ccnc3)c3ccccc3n2)c1	9%
O=C1C2=CC[C@H]3C(=O)N(C4CCCCC4)C(=O)[C@@H]3[C@@H]2[C@H](O)[C@@H]2O[C@H]12	1%[21 µM]
CC(=O)c1ccc(C2CC34CN(Cc5cccc(Cl)c5)S(=O)(=O)C3CC2O4)cc1 (centres undefined)	10%
COc1ccc2nc(NC3=NC(C(=O)Nc4ccc(C)cc4)CC(=O)N3)nc(C)c2c1 (centres undefined)	0%
